AT treatment: potential ataxia-telangiectasia treatment; 320,000 tested, 0.19% active; AID 485349; […] A-T fibroblasts, KAP-1 phosphorylation AlphaLISA; neocarzinostatin DNA damage 30 min before lysis; Potency, µM (doses to about 57.5 µM), without a hit: at the highest dose activation, hits mostly activators; note: potency is the fitted concentration of half-maximal effect; % of control where 0% means no effect; nearly all actives have a fitted effect of over 45% in size
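ATM-like activity read as KAP-1 phosphorylation via AlphaLISA donor/acceptor antibody pairs after lysis and 6 hr at 25C. Cells were ATM-null patient fibroblasts ([…], hTERT), dosed 60 min, then exposed to the DSB inducer NCS for 30 min.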
S-ASM inh: blocks human secretory acid sphingomyelinase. P17405. placental ASM, HMU-PC fluorogenic substrate, 60 min. Potency, µM (top dose mostly 57.5 µM), for inactives: at the top dose activity change, negative = inhibition, actives largely listed as inhibitors. 340,000 tested, 0.006% active. AID 504937; note: potency is the fitted concentration of half-maximal effect
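Human placenta-derived ASM enzyme was preincubated with compound for 10 minutes at room temperature, then given fluorogenic substrate HMU-PC0 (9 uM final) for 60 minutes at 37 °C; a pH 10 stop preceded fluorescence reading at Ex 386/Em 447 nm.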
Integrin act MD: activators of alpha7 integrin expression for muscular dystrophy; alpha7betagal myoblasts, beta-gal FDG fluorescence, 48 h; Potency, µM (titrated, usually from 38.3 µM), without a hit: at the top dose activation, most hits filed as activators; 350,000 tested, 0.064% active; AID 624291;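 note: potency is the fitted concentration of half-maximal effect; 100% = response of the positive control SU9516; nearly all actives have a fitted effect of over 60% in size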
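alpha7betagal+/- myoblasts (passage 13, 250/well) treated 48 h at 37C with compounds at 1:260 dilution of DMSO stock. Lysed, then beta-galactosidase activity read as FDG fluorescence (ex 480/em 540) after 30 min, with pre-read for autofluorescence.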
FBPA coupling cs: counter-screen for Giardia aldolase inhibitors: coupling enzyme system; 290,000 tested, 0.67% active; coupling enzyme system counterscreen, AmpLite Red fluorescence; AID 2472; activity change, negative = inhibition, % at 58.2 µM, hits read low; in the data active = activity change below about -30%; note: % is set by controls: 0 for no effect and ±100 for the full control effect
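Counterscreen of the coupled detection system alone, without aldolase: glyceraldehyde-3-phosphate coupling enzymes plus AmpLite Red readout. Compounds at 57.5 uM final, 10 min RT preincubation, 20 min RT reaction, fluorescence 525/598 nm.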
GALK inh: galactokinase (human) inhibition | Potency, µM (series often up to 57.5 µM), for inactives: at the top dose activity change, negative = inhibition, hits mostly inhibitors | 270,000 tested, 0.007% active | P51570 | AID 1868 | Purified GALK, Kinase-Glo residual ATP luminescence; note: potency is the fitted concentration of half-maximal effect; % is set by controls: 0 for no effect and ±100 for the full control effect
Target sequence (P51570 whole entry, looked up): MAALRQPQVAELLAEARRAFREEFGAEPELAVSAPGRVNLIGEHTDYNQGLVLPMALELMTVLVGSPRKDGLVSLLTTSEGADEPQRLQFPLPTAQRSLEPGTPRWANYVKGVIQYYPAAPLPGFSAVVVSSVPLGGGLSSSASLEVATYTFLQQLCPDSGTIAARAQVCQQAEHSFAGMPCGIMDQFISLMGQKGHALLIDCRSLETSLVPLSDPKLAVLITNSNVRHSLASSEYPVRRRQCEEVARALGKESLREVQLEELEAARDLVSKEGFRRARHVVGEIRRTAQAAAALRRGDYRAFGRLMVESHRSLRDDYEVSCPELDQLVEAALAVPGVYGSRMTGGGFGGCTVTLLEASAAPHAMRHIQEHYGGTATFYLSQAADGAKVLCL
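5 nM enzyme, 35 uM ATP, 100 uM galactose, 20 mM HEPES pH8.0, 5 mM MgCl2; 1 h RT; residual ATP by Kinase-Glo Plus luminescence, qHTS format.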
CXXC DNA block: blocks binding of human MLL CXXC domain to DNA. Q03164. MLL-CXXC / FITC-HOXA9 DNA fluorescence polarization. Potency, µM (highest dose often 115 µM), without a hit: at the highest dose activity change, negative = inhibition, hits mostly inhibitors. 290,000 tested, 0.037% active. AID 2662; active = well fitted inhibition curve with a large enough effect in the polarisation, with a control signal flat, not every such curve was filed as active; inconclusive = small, poorly fitted or top-dose-only effect, or effect the other way, or a change in a side signal; inactive = no such curve, though single readings can be large or run the other way; the % refers to the polarisation; note: potency is the fitted concentration of half-maximal effect
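Fluorescence polarization: 7 uM MLL-CXXC (stock) preincubated 5 min with compounds, then 50 nM fluorescein-HOX-A9 DNA (stock) added; 30 min ambient. Buffer 50 mM Tris-HCl pH 7.5, 50 mM NaCl, 1 mM DTT, 0.05% BSA.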
TRPV1 agonist: human TRPV1 agonism. Q8NER1. TRPV1-expressing cells, Fluo-8 calcium influx, agonist mode. activation, % at 8.33 µM. 320,000 tested, 0.19% active; in the data active = activation above about 80%; inconclusive = between about 30% and that limit; note: 0% is about no effect
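Cells expressing TRPV1 were dye-loaded with Fluo-8 and read kinetically: 10 s baseline, 3 min after compound (agonist portion), then 2 min after EC20 capsaicin (allosteric enhancer portion). Calcium-bound dye fluorescence at 480/520 nm.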
MBNL1 CUG block: blocks human MBNL1 binding to CUG repeat RNA. Q9NR56. TR-FRET MBNL1-His/biotin-(CUG)12 binding, 665/545 ratio. Potency, µM (titrated, usually from 57.5 µM), inactives show top-dose activity change, negative = inhibition, actives largely listed as inhibitors. 280,000 tested, 0.036% active; active = well fitted inhibition curve with a large enough effect in the signal ratio, with a control signal flat, not every such curve was filed as active; inconclusive = small, poorly fitted or top-dose-only effect, or effect the other way, or a change in a side signal; inactive = no such curve, though single readings can be large or run the other way; the % refers to the signal ratio; note: potency is the fitted concentration of half-maximal effect; % is set by controls: 0 for no effect and ±100 for the full control effect
Target sequence (Q9NR56 whole entry, looked up): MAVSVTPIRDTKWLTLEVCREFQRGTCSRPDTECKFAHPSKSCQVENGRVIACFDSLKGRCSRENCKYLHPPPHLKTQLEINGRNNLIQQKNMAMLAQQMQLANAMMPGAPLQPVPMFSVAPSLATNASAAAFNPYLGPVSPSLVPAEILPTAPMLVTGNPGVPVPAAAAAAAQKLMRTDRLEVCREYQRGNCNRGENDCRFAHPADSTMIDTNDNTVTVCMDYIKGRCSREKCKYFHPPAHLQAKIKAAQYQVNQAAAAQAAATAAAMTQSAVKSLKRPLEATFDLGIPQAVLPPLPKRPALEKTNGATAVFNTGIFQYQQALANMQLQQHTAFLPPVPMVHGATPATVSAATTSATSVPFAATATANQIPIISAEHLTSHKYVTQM
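TR-FRET readout: Ex 340 nm, 665/545 nm emission ratio, normalized to buffer-only (basal) and MBNL1-(CUG)12 controls. Complex of MBNL1-His with Biotin-(CUG)12, compounds 92 nM–58 uM, incubated 60 min at room temperature.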
KCNH2 3.1 block: inhibitors of human KCNH2 3.1 potassium channel isoform. U2OS KCNH2 3.1, thallium flux FluxOr; stronger effect = lower value. activity change, % (tested at about 1.8 µM). 340,000 tested, 0.95% active. AID 720553;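 active = maximum activity change below -70%; inconclusive = maximum activity change from -70% to -50%; inactive = maximum activity change above -50%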;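 note: thallium influx rate constant from kinetic fluorescence after stimulation buffer; % is set by controls: 0 for no effect and ±100 for the full control effect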
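Normalized rate constant (relative to positive and negative DMSO controls) derived from a 2 min kinetic fluorescence read after stimulation; U2OS cells expressing the 3.1 isoform via virus at 1.77 x 10^8 /mL.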
KCNH2 WT inh: blocks the wildtype human KCNH2 potassium channel. U2OS, BacMam KCNH2, thallium flux FluxOr; stronger effect = lower value. activity change, % at 1.84 µM. 340,000 tested, 0.37% active. AID 720551;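 active = maximum activity change below -70%; inconclusive = maximum activity change between -70% and -50%; inactive = maximum activity change above -50%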; note: % is set by controls: 0 for no effect and ±100 for the full control effect
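U2OS cells were transduced with wild-type KCNH2 virus (2.03 x 10^8 / mL) for 4 h at room temperature, then cultured overnight at 37 C. Thallium flux was read with FluxOr dye. Rate constants were normalized to DMSO controls.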
* = called active by the depositor; i = inactive; ? = inconclusive; . = not tested or not shown; [ ] = remark or other dose. Unless noted, calls come from the whole dose curve; as a rule, active = well fitted curve in the direction sought with a large enough effect; inconclusive = small, poorly fitted or top-dose-only effect, or another doubt; inactive = no such curve, though single readings can be large; an effect the other way counts as inactive or inconclusive. Not a hit list (roughly 2% active in at least one column).

SMILES	AT treatment	S-ASM inh	Integrin act MD	FBPA coupling cs	GALK inh	CXXC DNA block	TRPV1 agonist	MBNL1 CUG block	KCNH2 3.1 block	KCNH2 WT inh
CCOCC(=O)Nc1cccc(SC)c1	-5%	-2%	4%	-2	3%	4%	5	-2%	6	0
Cc1noc(C)c1S(=O)(=O)N(C)C[C@H]1Oc2c(NC(=O)Nc3ccccc3)cccc2C(=O)N([C@H](C)CO)C[C@@H]1C	-1%	-2%	?	.	.	.	.	.	10	-124*
COc1ccc(-c2noc(-c3cccc(Cl)c3)n2)cc1OC	9%	3%	1%	0	.	12%	1	11%	-4	38
Cn1c(=O)oc2cc(S(=O)(=O)Nc3ccc(O)cc3)ccc21	-10%	3%	1%	-1	2%	1%	-4	1%	-1	-4
CC(C)[C@H](NC(=O)N1CCn2c1nc1ccccc12)C(=O)N[C@H](Cc1ccccc1)C(=O)O	-14%	3%	19%	-1	.	-18%	3	-11%	3	0
CC1CC(C)CN(C(=O)Cn2nnc(-c3ccccc3)n2)C1 (configuration not stated)	0%	2%	-11%	2	-2%	3%	6	-4%	-16	-12
CCOC(=O)N1CCN(C(=O)CCCn2c(=O)[nH]c3ccccc3c2=O)CC1	4%	5%	10%	0	2%	-1%	1	-7%	-3	1
Cn1c(=O)c2[nH]c(=O)[nH]c2n(C)c1=O	.	4%	24%	.	.	.	.	.	11	-5
CCOC(=O)N1CCC(N2CC34C=CC(O3)C(C(=O)Nc3ccc(OCC)cc3)C4C2=O)CC1 (configuration not stated)	-1%	3%	6%	4	1%	-4%	.	1%	-1	-6
Cc1ccc(C(=O)C2=C(O)C(=O)N(Cc3cccnc3)C2c2cccc([N+](=O)[O-])c2)o1 (configuration not stated)	0%	0%	8%	0	1%	-2%	-6	?	9	-1
CCN1CCN(C(=O)CN2C(=O)c3ccccc3S2(=O)=O)CC1	9%	2%	8%	.	.	.	-1	.	11	2
C[C@H](NC(=O)c1[nH]cnc1C(=O)Nc1ccon1)c1ccccc1	2%	-5%	20%	.	.	.	9	.	.	.
CCN(CC)S(=O)(=O)c1ccc(/C=C/C(=O)O)cc1	6%	8%	-5%	10	-1%	4%	1	-2%	3	7
CN=C1SC(CC(=O)Nc2ccc(C(C)=O)cc2)C(=O)N1C (configuration not stated)	.	5%	17%	.	.	.	.	.	0	14
CC(=NNC(=O)c1ccc2nc[nH]c2c1)c1ccc(Br)cc1	0%	-2%	5%	.	.	.	.	.	10	-1
O=C(c1ccccc1)c1ccc(N2CCOCC2)c(NC(=O)c2ccco2)c1	-2%	0%	11%	0	0%	2%	?	26%	-3	-1
NC(=O)CCN1CCN(CCOC2Cc3cc(Cl)ccc3Sc3ccccc32)CC1 (configuration not stated)	8%	.	-40%	-10	1%	14%	23	13%	-10	3
CCN(CCn1cccn1)C(=O)c1cc(COc2ccc(F)c(F)c2)on1	-2%	1%	24%	-2	-4%	1%	14	-3%	-7	3
CCOC(=O)C1(CCC(C)C)CC(CSc2nc3ccccc3[nH]2)OC1=O (configuration not stated)	-2%	-1%	-5%	-4	0%	-1%	?	-4%	3	7
Fc1ccc(CSc2nncn2NCc2ccccc2)cc1	5%	-1%	0%	-2	-3%	-9%	23	-7%	15	-4
COC(=O)c1ccc(OC(=O)c2cccnc2)cc1	2%	-2%	18%	-1	1%	27%	-3	0%	2	-11
C/C=C(/C)C(=O)Nc1cccc(C2=NOC3(C2)C[C@@H](C(N)=O)N(C(=O)CC)C3)c1 (some centres not stated)	6%	-1%	18%	-2	-2%	-1%	-1	5%	-11	-4
Cc1cc(/C=C2/C(=N)N3C(=NC2=O)SN=C3S(C)(=O)=O)c(C)n1-c1ccccc1F	-8%	81%[activator]	-5%	8	-4%	?	-1	15%	-2	i
CC1CC(=O)N(CC(=O)NCc2ccco2)c2ccccc2S1 (configuration not stated)	6%	1%	5%	0	0%	-9%	0	10%	15	10
O=C(Nc1ccccc1F)c1ccc2c(c1)CCN2S(=O)(=O)c1ccccc1	8%	-1%	28%	-3	1%	2%	28	8%	-1	1
COc1cc(NC(=O)CCC(=O)c2cccs2)cc(OC)c1	13%	3%	18%	.	-3%	-13%	?	9%	.	3
COc1ccccc1-c1ccc(=O)n(CC(=O)NCC2CCCO2)n1 (configuration not stated)	4%	3%	18%	0	0%	0%	2	0%	-8	-2
Cc1ccc2c(c1)N(CC(=O)N1CCC(C)CC1)C(=O)c1cccnc1O2	5%	0%	16%	1	2%	-8%	-1	-8%	6	-7
COc1ccc(N2C(=O)Cc3c2nc(N)c(C#N)c3N)cc1	-8%	1%	-3%	6	-1%	-9%	1	.	6	-3
CC(=O)Nc1ccc(-c2sc(Nc3ccccc3)n[n+]2C)cc1	6%	2%	-1%	0	.	-2%	2	7%	-3	-5
Cc1ccc(C)c(N2CCN(C(=O)CCc3nc(-c4ccccc4F)no3)CC2)c1	2%	-7%	22%	.	.	.	.	.	-3	-15
O=C(Nc1ccc([N+](=O)[O-])cc1)c1cc2ccccc2nc1Cl	.	2%	20%	-3	0%	-23%	?	?	21	7
CSc1ncc(CN2CCCC(C(=O)Nc3ccc(-c4ccco4)cc3)C2)cn1 (configuration not stated)	-5%	-2%	-32%	-1	-3%	0%	3	44%[activator]	-32	-2
CN1CCC(=O)N([C@H](CSc2ccccc2)Cc2ccccc2)CC1	-4%	4%	-5%	1	.	-4%	2	-1%	.	.
CS(=O)(=O)N(CC(=O)NCCSc1ccccc1)c1ccc2c(c1)OCO2	-7%	-2%	-14%	0	1%	2%	-1	-3%	-7	32
Cc1noc(C)c1COc1ccc(C(=O)Nc2ccccn2)cc1	-1%	4%	?	2	-4%	2%	9	0%	2	1
O=C1CCc2cc(S(=O)(=O)N3CCCCC3)cc3c2N1CC3	4%	5%	14%	.	.	.	0	.	-27	-10
COc1ccc(-c2csc(NC(C)c3nc4cc(Cl)c(N5CCCCC5)cc4n3CCCO)n2)cc1 (configuration not stated)	.	-11%	21%	.	.	.	.	.	-21	3
COc1cccc(CSc2nnc(CSc3nc4nc(C)cc(C)n4n3)s2)c1	4%	-2%	-10%	1	1%	3%	10	-13%	9	11
COc1cc(C)c(C)cc1S(=O)(=O)NC1CC(C)(C)NC(C)(C)C1	-10%	2%	?	3	1%	0%	0	1%	-1	15
CCOC(=O)N1CCc2c(sc(NC(=O)CN(CC)CC)c2C#N)C1	7%	-1%	-14%	0	0%	-4%	-3	12%	-16	7
CC(C)(C)c1ccc(OC(=O)c2ccc(-n3cncn3)nc2)cc1	-5%	.	.	0	-1%	3%	6	-8%	.	.
COc1cc(CC(=O)N2CCC(n3nccc3NC(=O)C3CC3)CC2)cc(OC)c1OC	3%	-2%	13%	0	-4%	-6%	-4	0%	-1	-9
NS(=O)(=O)c1cccc(NC(=O)COC(=O)CCCc2c[nH]c3ccccc23)c1	2%	-2%	37%	0	-2%	17%	1	.	7	4
COC(=O)c1noc(-c2ccc(OC)cc2)n1	-1%	0%	8%	3	0%	4%	3	-2%	2	-7

Some of these compounds in order of their number in CXXC DNA block, high to low:
SMILES | S-ASM inh | Integrin act MD | GALK inh | CXXC DNA block | TRPV1 agonist
NS(=O)(=O)c1cccc(NC(=O)COC(=O)CCCc2c[nH]c3ccccc23)c1 | -2% | 37% | -2% | 17% | 1
CN1CCC(=O)N([C@H](CSc2ccccc2)Cc2ccccc2)CC1 | 4% | -5% | . | -4% | 2
COc1cc(CC(=O)N2CCC(n3nccc3NC(=O)C3CC3)CC2)cc(OC)c1OC | -2% | 13% | -4% | -6% | -4

(next part)
SMILES	AT treatment	S-ASM inh	Integrin act MD	FBPA coupling cs	GALK inh	CXXC DNA block	TRPV1 agonist	MBNL1 CUG block	KCNH2 3.1 block	KCNH2 WT inh
COC(=O)C(=CC(=CN(C)C)C=C(C(=O)OC)C(=O)OC)C(=O)OC	-12%	1%	15%	0	9%	7%	0	-9%	11	3
Cc1csc(CNC(=O)C2CCC(=O)N(CCCc3ccccc3)C2)n1 (configuration not stated)	1%	-1%	39%	.	-2%	8%	2	-6%	1	-8
Cc1ccc2cc(CN(Cc3ccccc3)Cc3nnnn3C3CCCC3)c(=O)[nH]c2c1	1%	-11%	12%	6	0%	3%	8	-1%	-10	-6
O=C(Nc1ccc(C(=O)O)cc1)/C(=C/c1ccc2c(c1)OCO2)NC(=O)c1cccc(Br)c1	1%	2%	-3%	8	-2%	-8%	2	9%	.	-5
O=C(CCc1nnc2n(Cc3ccccc3)c(=O)c3ccccc3n12)NCCCN1CCCCC1	7%	-3%	-27%	-3	-1%	12%	1	3%	6	9
N#CSCC(=O)c1cccc2ccccc12	0%	2%	-16%	-3	1%	17%	0	.	3	-1
